SRC1 TRFRET art: TR-FRET detection interference compounds, primary screen, artefact control for PPARgamma SRC-1 recruitment agonists, biochemical, TR-FRET emission ratio; TR-FRET detection artefact counter-screen; stronger effect = higher value; TR-FRET ratio at 8 µM; 99,000 tested, 0.34% active; AID 1051, 2008; in the data active = TR-FRET ratio above about 2300; note: inactives centre near 1800
SRC3 TRFRET art: TR-FRET detection interference compounds, artefact control for PPARgamma SRC-3 recruitment agonists, biochemical, TR-FRET ratio; TR-FRET artefact counter-screen, PPARgamma/SRC-3 format; stronger effect = higher value; TR-FRET ratio at 8 µM; 99,000 tested, 0.39% active; AID 1048, 2008; in the data active = TR-FRET ratio above about 2000; note: inactives centre near 1600
* marks the source's active call; other numbers are inactive results.

smiles | SRC1 TRFRET art | SRC3 TRFRET art
CCOC(=O)C(C)Oc1cccc2c(=O)n(CC(=O)NCCc3ccc(OC)c(OC)c3)ccc12 (stereo unspecified) | 1762 | 1487
c1ccc(CN2CCN(CCOCCOc3ccc4c(c3)CCC4)CC2)cc1 | 1796 | 1672
CCN=c1scc(-c2ccccc2)n1/N=C/c1ccccn1 | 1764 | 1494
CCOC(=O)c1c(C)[nH]c(C(=O)OCC(=O)c2c(N)n(C)c(=O)n(C)c2=O)c1C | 1899 | 1464
NS(=O)(=O)c1ccc(NC(=O)CSc2nc3ccccc3n2-c2ccccc2)cc1 | 2007 | 1625
Brc1ccccc1-n1nnc(-c2cccnc2)n1 | 1812 | 1564
N/C(Cc1ccc(Cl)cc1Cl)=N\OC(=O)Cc1cccs1 | 1795 | 1745
CC(C)c1nc(Cl)c(C#N)c2c1CSC(C)(C)C2 | 1798 | 1622
O=C(Nc1ccc(N2CCCC2)c(S(=O)(=O)Nc2cccc(C(F)(F)F)c2)c1)c1cccs1 | 1691 | 1697
CC(NCc1ccc2c(c1)OCO2)C(=O)N1CCc2ccccc21 (stereo unspecified) | 1829 | 1585
CCCCCCCCCC[n+]1cccc(C(=O)N(CC)CC)c1 | 1956 | 1758
O=C(CSCc1ccccc1Br)NC1CC1 | 1959 | 1447
COC(=O)NNC(=S)NCc1ccc(C)cc1 | 1873 | 1576
COc1ccc(C(=O)O/N=C(/c2ccccc2)c2ccncc2)cc1 | 1623 | 1466
CCc1ccc2oc(-c3cc(N)ccc3Cl)nc2c1 | 1655 | 1672
O=C(CCN1C(=O)C2C3C=CC(C3)C2C1=O)N1CCN(c2ccc([N+](=O)[O-])cc2)CC1 (stereo unspecified) | 1495 | 1518
CCOC(=O)/C(C#N)=C/c1cccc(F)c1 | 1652 | 1769
CSc1nc2ccsc2c(=O)n1-c1cccnc1 | 1625 | 1475
O=[N+]([O-])c1ccccc1/C=N/n1c(C(F)(F)F)n[nH]c1=S | 1718 | 1606
c1ccc(-n2cnc3cc(NCc4ccco4)ccc32)cc1 | 1838 | 1818
Cc1cccc(C(=O)N/N=C/c2ccc[nH]2)c1 | 1734 | 1532
COCCNC(=O)c1noc2c1CCc1cc(OC)ccc1-2 | 1867 | 1676
COc1cc(C=O)ccc1OS(=O)(=O)c1ccc(NC(C)=O)cc1 | 1950 | 1680
Cc1cccc(CSc2nc3c(c(-c4cccs4)c2C#N)CN(C)CC3)c1 | 1666 | 1672
COc1ccc(CCN2CC(C(=O)NCCc3ccc(C)cc3)CC2=O)cc1OC (stereo unspecified) | 2068 | 1622
O=C(COc1ccccc1)NCC1(N2CCCCC2)CCCCC1 | 1711 | 1260
CC1(C)CN(c2ccc(C(=O)c3ccccc3)cc2)C1=O | 1786 | 1467
CCc1ccc(N2CC(C(=O)Nc3cc(C)on3)CC2=O)cc1 (stereo unspecified) | 1611 | 1454
CN(C)C(CNC(=O)c1ccc2nc[nH]c2c1)c1ccccc1 (stereo unspecified) | 1570 | 1448
S=C(NCc1ccc(Cl)cc1)Nc1ccc(Cl)cc1Cl | 1845 | 1749
Cc1cc(C(=O)NNC(=S)Nc2ccccc2)nn1C | 1653 | 1754
CC1CCCN(Cc2nc3c(c(=O)n(C)c(=O)n3C)n2Cc2c(F)cccc2Cl)C1 (stereo unspecified) | 1907 | 1602
CNC(=S)N/N=C/c1ccc(-c2ccc(Cl)c([N+](=O)[O-])c2)o1 | 1945 | 1521
CC1CCCN(C(=S)Nc2ccc(Nc3ccccc3)cc2)C1 (stereo unspecified) | 1729 | 1513
CC1CCCCN1C(=O)CSCC(=O)Nc1nc(-c2cccs2)cs1 (stereo unspecified) | 1470 | 1576
COC(=O)c1ccc(CNCC(=O)Nc2ccc(C(=O)OC)cc2)cc1 | 1601 | 1542
O=c1[nH]c(/C=C/c2ccc3c(c2)OCO3)c([N+](=O)[O-])c(=O)[nH]1 | 1573 | 1737
O=C(Cn1cc2c(n1)CCCC2)NCc1cccc(Cl)c1 | 1993 | 1744
O=C(c1cccc(Cl)c1)N1CCN(Cc2c[nH]c3ccccc23)CC1 | 1818 | 1721
O=C(CCc1nnc(COc2ccccc2)o1)NCc1ccccc1C(F)(F)F | 1747 | 1324
CCOc1ccccc1N(C(C)=O)S(=O)(=O)c1ccc(Cl)cc1 | 1726 | 1375
CCN(CC)CCN(C(=O)c1ccc([N+](=O)[O-])cc1)c1nc2ccc(OC)cc2s1 | 1891 | 1686
COc1ccc(Cl)cc1NC(=O)CN(C)CC(=O)Nc1ccccc1C(F)(F)F | 1665 | 1780
COCCn1nnnc1CN1CCSCC1 | 1725 | 1567
COc1ccc2c(c1)CCc1c(C(=O)NCc3ccc(F)cc3)noc1-2 | 1863 | 1461
CN1CCN(C(=O)c2ccccc2Nc2ccc(SC(F)F)cc2)CC1 | 1928 | 1779
CCOC(=O)C1(CCc2ccccc2)CCN(C(=O)CCn2cncn2)CC1 | 1501 | 1643
O=C(CSc1nc2ccccc2c(=O)n1CC1CCCCC1)N1CCOCC1 | 1766 | 1715
Cc1cccc(NC(=O)c2cc3ccccc3nc2C)c1 | 1936 | 1540
Cn1c(SCC(=O)Nc2ccccc2[N+](=O)[O-])nnc1C(F)(F)F | 1962 | 1713
CN(C)c1nc(OCCNC(=O)Nc2ccccc2)nc(N2CCCCC2)n1 | 1673 | 1221
COc1cc(CN(C)CCc2ccccn2)cc(OC)c1OC | 1403 | 1723
O=[N+]([O-])c1ccc(N2CCNCC2)c(S(=O)(=O)N2CCOCC2)c1 | 1670 | 1573
Cc1cccc2cc(C3CC(c4ccco4)=NN3C(=O)CCC(=O)O)c(Cl)nc12 (stereo unspecified) | 1897 | 1731
CC[C@@H](C)[C@@H](C(=O)N1CCNCC1)n1cc(CCC(=O)O)nn1 | 1713 | 1625
CN(C)CCCNc1c2c(nc3cc(-c4cccc(F)c4)nn13)CCC2 | 1540 | 1598

Exported with values under each structure: 4 of the compounds above
The line under a structure holds: SRC1 TRFRET art	SRC3 TRFRET art
Cn1c(SCC(=O)Nc2ccccc2[N+](=O)[O-])nnc1C(F)(F)F
→ 1962	1713
Cc1cccc(NC(=O)c2cc3ccccc3nc2C)c1
→ 1936	1540
CC[C@@H](C)[C@@H](C(=O)N1CCNCC1)n1cc(CCC(=O)O)nn1
→ 1713	1625
Cc1cccc2cc(C3CC(c4ccco4)=NN3C(=O)CCC(=O)O)c(Cl)nc12 (stereo unspecified)
→ 1897	1731

Two compounds picked at random from those above, as already listed:
smiles | SRC1 TRFRET art | SRC3 TRFRET art
O=[N+]([O-])c1ccc(N2CCNCC2)c(S(=O)(=O)N2CCOCC2)c1 | 1670 | 1573
Cc1cccc(NC(=O)c2cc3ccccc3nc2C)c1 | 1936 | 1540

Remaining list, next part.
smiles | SRC1 TRFRET art | SRC3 TRFRET art
COc1cc(CNn2c(C)n[nH]c2=S)cc(Br)c1OCc1ccc(F)cc1 | 1636 | 1663
COc1ccc(C(=O)NCC(=O)OCc2ccc(F)cc2Cl)cc1OC | 1856 | 1565
S=C(NCCc1ccccn1)NC1CCCCC1 | 1455 | 1433
CC(C)C(C)NC(=O)COc1ccc([N+](=O)[O-])cc1Cl (stereo unspecified) | 1626 | 1561
O=C(NCc1ccccc1)C1=C[C@@H](c2ccc(C(F)(F)F)cc2)C[C@@H](OCc2ccc(CO)cc2)O1 | 1762 | 1590
CCOc1cc(N2CCOCC2)c(OCC)cc1NC(=O)CN1CCCC(C)C1 (stereo unspecified) | 1598 | 1254
COc1ccc(NC(=O)c2csc3c2CCCCC3)c(OC)c1 | 1901 | 1736
COC(=O)C1=C(C)N(C)C(=S)N(C)C1c1cccc(Br)c1 (stereo unspecified) | 1939 | 1862
Cc1ccc(S(=O)(=O)/N=C2/NC(=O)/C(=C/c3ccccn3)S2)cc1 | 1903 | 1536
CN(C)S(=O)(=O)c1ccc(N2CCCC2)c(C(=O)Nc2nc3c(ccc4ccccc43)s2)c1 | 2112 | 2179*
O=C(C1=NN(c2ccccc2)C2C(=O)N(c3ccccc3)C(=O)C12)c1ccccc1 (stereo unspecified) | 1687 | 1419
Cc1cc(N/N=C/c2ccccc2Cl)nc(NCc2ccccc2)n1 | 1708 | 1559
O=C(O)/C=C/c1cnn(-c2ccccc2)c1 | 1970 | 1617
C=CCNCCCCOc1ccc(Br)cc1C | 1918 | 1594
COc1ccccc1/C=C(\C#N)C(=O)Nc1ccc(S(N)(=O)=O)cc1 | 1731 | 1639
Cc1ccc(C(=O)OCC(=O)NCc2cccs2)cc1S(=O)(=O)N1CCOCC1 | 2029 | 1857
Cc1nnc(SCC(=O)NCc2ccccc2Cl)[nH]c1=O | 1762 | 1611
CC(C)(C)OC(=O)N/N=C\c1ccc(OC(=O)c2ccco2)cc1 | 2020 | 1564
C/C(=N\NC(=O)CSCc1ccc([N+](=O)[O-])cc1)c1cccc(Br)c1 | 1728 | 1703
Fc1cccc(F)c1-n1c(CN2CCCC2)csc1=S | 1556 | 1494
Cc1cccn2cc(-c3ccc(F)cc3)cc12 | 1954 | 1554
CCCN(CC(=O)Nc1ccc(Cl)cc1Cl)Cc1cc(=O)n2ccsc2n1 | 1486 | 1505
O=C(CN1C(=O)NC2(CCOc3ccccc32)C1=O)Nc1ccc(F)c(F)c1F (stereo unspecified) | 1544 | 1399
CC(=O)Nc1ccc(S(=O)(=O)NC(C)C(=O)NCCc2ccc(F)cc2)cc1 (stereo unspecified) | 1849 | 1596
O=C1CN(C(=O)COC(=O)c2ccc[n+]([O-])c2)c2ccccc2N1 | 1657 | 1465
Cc1ccc(Cl)c(OCC(=O)Nc2sc(C)c(C)c2C#N)c1 | 1646 | 1539
CC(C)c1ccc(NC(=O)CNS(=O)(=O)c2ccc(F)cc2)cc1 | 2036 | 1794
O=C(Nc1ccccn1)c1ccc(NC(=O)c2ccco2)cc1 | 1905 | 1584
COc1ccc(N(CC(=O)NN=C2CCCC2)S(=O)(=O)c2ccccc2)cc1Cl | 1746 | 1545
O=C(Nc1ccc(-c2nc3cccnc3s2)cc1)c1ccco1 | 2066 | 1834
CCn1c(SCC(=O)Nc2ncc(C(F)(F)F)cc2Cl)nnc1-c1cccc(C)c1 | 1803 | 1689
CC1(C)Cc2c(C#N)c(N)sc(=S)c2CO1 | 1965 | 1619
COCCNC(=O)c1ccccc1NC(=O)c1cccc([N+](=O)[O-])c1C | 1675 | 1504
O=C(N/N=C/c1ccccc1)c1ccc(OCc2ccccc2)cc1 | 1864 | 1396
CC/C(=N\NC(=S)Nc1cc(C)ccc1C)c1ccc(OC(F)F)cc1 | 2143 | 1669
O=C(Cc1cccs1)NNC(=O)C12CC3CC(CC(C3)C1)C2 | 1880 | 1440
O=C(/C=C/c1ccc(Br)cc1)c1ccc(NC2=NCCCS2)cc1 | 1695 | 1418
Cc1c(Cc2ccccc2)c(=O)oc2c(O)c(O)ccc12 | 1923 | 1490
COc1cc(OC)cc(C(=O)NNC(=S)Nc2ccccc2OC)c1 | 1697 | 1594
COC(=O)NNC(=O)C1CCC(C)CC1 (stereo unspecified) | 1964 | 1562

One compound at a time, as listed above. Order of values: SRC1 TRFRET art	SRC3 TRFRET art
Profile of `O=C(/C=C/c1ccc(Br)cc1)c1ccc(NC2=NCCCS2)cc1` → 1695	1418
Profile of `COc1cc(OC)cc(C(=O)NNC(=S)Nc2ccccc2OC)c1` → 1697	1594

(cont.)
smiles | SRC1 TRFRET art | SRC3 TRFRET art
O=C(Nc1cccc(-c2nc3ccccc3c(=O)o2)c1)c1ccccc1 | 1519 | 1511
CCOC(=O)C1(C)NC(c2cccs2)C2C(=O)N(c3ccc(C)cc3)C(=O)C21 (stereo unspecified) | 1979 | 1613
CCOC(=O)c1c(C)[nH]c(C)c1C(=O)CSc1nncs1 | 1849 | 1931
COCC(=O)OCC(=O)Nc1ccccc1-c1ccccc1 | 1805 | 1614
Cc1cccc(CSc2ncnc3ccccc23)c1 | 1646 | 1571
O=C(CCCN1C(=O)c2ccccc2C1=O)NC1=NCCS1 | 1639 | 1468
COC(=O)c1ccc(NC(=O)C(=O)N2CCN(C(=S)Nc3cccc(C)c3C)CC2)cc1 | 1621 | 1539
Cc1csc(N/N=C\c2cccnc2)n1 | 1677 | 1689
O=C(CSc1nnc(C2COc3ccccc3O2)o1)N1CCN(c2ccccc2)CC1 (stereo unspecified) | 1686 | 1774
CCOc1cc(/C=C2\C(=O)N(CCc3ccc(OC)c(OC)c3)C(C)=C2C(=O)OC)ccc1O | 1920 | 1209
O=C(Cc1cccs1)NC1(C(=O)NC2CCCC2)CCCCC1 | 1734 | 1686
CSc1nc(Cl)cc(N2CCOCC2)n1 | 1732 | 1480
CCn1c(=O)c2c(n3c(=S)[nH]nc13)-c1ccccc1CC21CCCCC1 | 1968 | 1628
Cc1ncc(CO)c(/C=N/NC(=O)c2ccc(Br)cc2)c1O | 1845 | 1664
Cc1ccc(SCc2cc(=O)[nH]c(/N=C(\N)Nc3ccccc3Sc3ccccc3)n2)cc1 | 2095 | 1606
O=C1COc2ccc(C(=O)COC(=O)Cc3ccc(Cl)cc3)cc2N1 | 1722 | 1655
O=C(Cn1cnc2c(nnn2Cc2ccc(Cl)cc2)c1=O)c1ccccc1 | 2106 | 1514
COCC1CCCCN1Cc1cn(-c2ccccc2)nc1-c1ccc2c(c1)OCO2 (stereo unspecified) | 1578 | 1628
Cc1c(NC(=S)SCc2ccccc2)c(=O)n(-c2ccccc2)n1C | 1799 | 1632
COc1cccc(CN(C)Cc2nc(C3CC3)no2)c1 | 1681 | 1495
Cc1ccc(NC(=O)C2OCCc3ccccc32)cc1Cl (stereo unspecified) | 1951 | 1500
CNC(=S)N(CCc1c(C)[nH]c2ccc(Cl)cc12)Cc1cccs1 | 1963 | 1713
COc1ccc(CC(=O)NCc2nnc(SCc3ccc([N+](=O)[O-])cc3)n2C)cc1 | 2008 | 1530
COc1ccc(C(=O)C2CCCN(Cc3ccc4nonc4c3)C2)cc1F (stereo unspecified) | 1556 | 1641
O=C(NCCc1ccccc1)C1CCC(CNc2c(N3CCCCC3)c(=O)c2=O)CC1 (stereo unspecified) | 2013 | 1664
CN(CC(=O)NCc1ccccn1)S(=O)(=O)c1ccc(Br)cc1 | 1833 | 1576
Cc1sc2nc(C(C)Sc3n[nH]c(N)n3)[nH]c(=O)c2c1C (stereo unspecified) | 1704 | 1513

No enrichment for hits; any-hit rate near 0.65%.
